# High-throughput results from PubChem.
# MEX-5 binding: C. elegans MEX-5 TCR-2 RNA binding activity; MEX-5/FITC-TCR2 RNA binding, fluorescence polarization; hits give low values; activity score (negative = inhibition of binding), % at 10 µM; AID 1832; 300,000 compounds, 0.38% hits; Q9XUB2;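 active = inhibition past about -25% in most replicates, and total fluorescence under double the plate's negative control median, limit read from the data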;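 also: 0% = DMSO and -100% = 5 µM competing unlabeled TCR2 RNA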
# AHR activator: activators of human aryl hydrocarbon receptor; P35869; AHR-responsive luciferase reporter cells, luminescence; activation, % at 5 µM; 320,000 compounds, 2.5% hits; AID 2796; in the data active = activation above about 47%;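 also: 0% = vehicle wells and 100% = reference agonist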
# pPAFAH FP inh: inhibitors of human plasma PAF acetylhydrolase (pPAFAH); 330,000 compounds, 1.5% hits; Q13093; AID 463082; recombinant pPAFAH, FP-rhodamine probe fluorescence polarization; inhibition, % at 3.39 µM;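 active = inhibition above the mean inhibition across the screen plus 3 SD, cut at about 25% in these data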;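 also: inhibitors block binding of the rhodamine activity-based probe so polarization drops; 0% = enzyme with DMSO and 100% = wells lacking pPAFAH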
# GLD-1 TGE inh: GLD-1-TGE RNA interaction inhibition (C. elegans). Q17339. purified GLD-1 + fluorescein TGE RNA, fluorescence polarization. 320,000 compounds, 0.44% hits. inhibition, % at 5.96 µM;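 active = percent inhibition above a per-plate cutoff, the plate mean of test compounds plus 3 SD, cut at about 30% in these data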;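 also: 0% = DMSO wells with GLD-1 and probe and 100% = wells lacking GLD-1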
# PME-1 inh: PME-1 (human) inhibition; AID 2130; recombinant PME-1, FP-Rh probe fluorescence polarization; Q9Y570; 320,000 compounds, 0.53% hits; inhibition, % at 5.9 µM;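 active = inhibition above the campaign mean of all compounds plus 3 SD, cut at about 26% in these data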;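 also: competitive labeling of PME-1 active site by serine hydrolase directed probe; 0% = PME-1 with DMSO and 100% = wells lacking PME-1 enzyme; inhibitors block probe labeling so polarization falls and inhibition rises; many of its hits are not listed in these tables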
# PAFAH1B2 inh: blocks human PAF acetylhydrolase 1b catalytic subunit 2 | P68402 | recombinant PAFAH1B2, FP-rhodamine activity probe, fluorescence polarization | inhibition, % at 3.39 µM | 340,000 compounds, 1.2% hits;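 active = inhibition above the mean of all tested compounds plus 3 SD, cut at about 24% in these data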;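 also: 0% = enzyme with DMSO and 100% = wells lacking PAFAH1B2; many of its hits are not listed in these tables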
# Target sequence (P68402 whole entry, looked up): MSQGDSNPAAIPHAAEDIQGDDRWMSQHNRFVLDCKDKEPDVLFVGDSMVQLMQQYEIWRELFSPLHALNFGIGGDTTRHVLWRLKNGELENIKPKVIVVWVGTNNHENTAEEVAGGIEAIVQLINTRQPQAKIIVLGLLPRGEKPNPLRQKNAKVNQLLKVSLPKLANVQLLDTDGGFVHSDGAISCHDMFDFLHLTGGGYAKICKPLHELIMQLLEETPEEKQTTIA
# MCL1 BIM primary: MCL1-BIM-BH3 interaction inhibition (human) | Q07820 | GST-MCL1 / FITC-Bim-BH3 fluorescence polarization | inhibition, % at 10.9 µM | 320,000 compounds, 0.68% hits | AID 2057;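 active = inhibition above the mean inhibition of all tested compounds plus 3 SD, set per campaign, cut at about 40% in these data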;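 also: 0% = DMSO wells and 100% = unlabeled Bim-BH3 peptide control; higher means more loss of mP so more displacement of Bim peptide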
# Target sequence (Q07820 whole entry, looked up): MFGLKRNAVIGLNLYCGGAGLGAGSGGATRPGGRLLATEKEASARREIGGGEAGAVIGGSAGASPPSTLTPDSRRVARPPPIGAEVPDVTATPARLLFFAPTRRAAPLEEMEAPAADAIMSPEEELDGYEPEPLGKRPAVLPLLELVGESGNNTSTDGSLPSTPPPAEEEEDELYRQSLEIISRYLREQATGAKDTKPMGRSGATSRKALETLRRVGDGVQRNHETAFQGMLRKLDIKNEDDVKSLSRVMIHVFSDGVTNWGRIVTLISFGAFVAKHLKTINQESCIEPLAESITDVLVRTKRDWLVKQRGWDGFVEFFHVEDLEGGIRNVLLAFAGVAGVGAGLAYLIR
# BCLXL inh: inhibitors of human Bcl-xL | Q07817 | GST-Bcl-xL / FITC-Bim BH3 peptide fluorescence polarization | inhibition, % at 10.9 µM | 320,000 compounds, 0.7% hits | AID 2129;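 active = inhibition above the mean of all tested compounds plus 3 SD, cutoff set per campaign, cut at about 30% in these data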;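 also: 0% = DMSO wells and 100% = unlabeled Bim-BH3 peptide competitor; inhibitors lower millipolarization by displacing the labeled peptide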
# Target sequence (Q07817 whole entry, looked up): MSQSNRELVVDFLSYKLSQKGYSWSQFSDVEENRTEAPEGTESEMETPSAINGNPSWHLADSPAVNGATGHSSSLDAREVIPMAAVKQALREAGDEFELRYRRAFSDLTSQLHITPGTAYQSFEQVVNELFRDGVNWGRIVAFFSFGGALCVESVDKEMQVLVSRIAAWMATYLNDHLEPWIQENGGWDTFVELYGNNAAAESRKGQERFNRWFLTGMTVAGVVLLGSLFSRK
# Fam108B inh: blocks mouse Fam108B hydrolase in RBBP9 counter-screen. inhibition, % at 9.51 µM. 300,000 compounds, 0.33% hits. recombinant Fam108B, FP-Rh probe fluorescence polarization;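 active = inhibition above the screen mean inhibition plus 3 SD, computed separately per campaign, cut at about 18% in these data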;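 also: inhibitors lower polarization as less probe binds the enzyme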
# Starred values were filed as active, the others as inactive; . = not tested or not shown; + = active, no number. This is a subset (hit frequency here may not be typical).
SMILES,MEX-5 binding,AHR activator,pPAFAH FP inh,GLD-1 TGE inh,PME-1 inh,PAFAH1B2 inh,MCL1 BIM primary,BCLXL inh,Fam108B inh
COc1ccc(OC)c(-c2nc(C(=O)NCC3CCCO3)cc3c2[nH]c2ccccc23)c1 (stereo not given),3.0,18,14,8,3,0,8,2,-5
COCCNC(=S)N1CCc2cc(OC)c(OC)cc2C1COc1ccc(F)cc1 (stereo not given),-0.1,9,7,1,-1,-5,6,3,2
O=C(NC1(O)C(=O)c2ccccc2C1=O)c1ccc(C(F)(F)F)cc1,3.8,3,0,1,8,.,-5,5,7
CCN(c1ccccc1)S(=O)(=O)c1ccc(Cl)c(C(=O)OCC(=O)c2[nH]c(C)c(C(C)=O)c2C)c1,1.7,2,4,4,9,8,-6,1,-4
CC(C)C(NC(=O)c1ccc(Cl)cc1)C(=O)O (stereo not given),-0.9,1,0,6,10,3,8,7,4
O=C(Cn1nc(-c2ccc(Cl)cc2)c2ccccc2c1=O)NN1CCOCC1,0.3,-2,5,4,5,.,11,6,2
CC/C(=N\NC(=O)c1c(-c2ccccc2)noc1C)c1ccc(C)o1,-0.5,-1,-2,-3,4,-5,6,2,-3
COc1ccc(CCNC(=O)CCCn2ncn3c(cc4occc43)c2=O)c(OC)c1,2.3,2,2,3,1,1,2,6,-1
Cn1cnnc1SCCC(=O)Nc1ccc(Cl)cc1,-3.9,0,3,6,-3,3,5,4,-4
COc1ccc(CNC(=O)C(C)N2C(=O)COc3ccc(C)cc32)c(OC)c1 (stereo not given),0.2,2,7,3,-1,1,4,2,1
O=C(c1ccccc1)N1CCN(Cc2cccc(Oc3ccccc3)c2)CC1,-1.9,-4,2,-4,5,-6,1,-1,0
O=C(CCC1CCCC1)N1CCN(C(=O)C2CC2)CC1,-0.1,-1,4,5,-7,4,0,6,3
CC(C)(C)NC(=S)Nc1ccc(Br)cc1,0.6,2,0,1,-4,0,12,6,3
O=C1[C@H]2CCCC[C@H]2C(=O)N1CCCCN1CCN(c2nsc3ccccc23)CC1,3.1,5,0,-1,-11,2,1,5,8
CCOc1ccc(-c2c(C(=O)N/N=C/c3ccncc3)nnn2-c2nonc2N)cc1,-3.3,29,-9,-10,-6,7,-6,1,-3
COC(=O)CNC(=O)C(C)NC(=O)CNC(=O)OCc1ccccc1 (stereo not given),1.4,-2,2,1,-2,5,-4,1,2
CN(C)C(=O)c1ccc(NC(=O)COC(=O)c2cc3c(s2)CCCCC3)cc1,.,0,5,4,2,1,-19,-17,.
Nc1nnc(Cc2ccc(Cl)cc2Cl)s1,1.1,1,0,6,-6,10,1,-4,0
COc1cc2c(cc1OC)CN(c1ccc([N+](=O)[O-])cc1Cl)CC2,-0.9,0,7,4,5,7,-1,3,8
Cc1onc(-c2ccccc2Cl)c1C(=O)Nc1ccccc1O,1.7,5,5,2,0,0,8,8,1
Cc1noc(C)c1CSc1nnc2ccc3ccccc3n12,1.5,-6,4,1,3,2,-5,1,3
CC(C)(C)C(=O)N1c2ccccc2CCc2ccccc21,1.5,0,1,1,2,13,12,7,0
CCn1c(-c2cc(OC)ccc2OC)csc1=Nc1c(C)n(C)n(-c2ccccc2)c1=O,1.3,1,0,-1,2,-1,-5,-2,-2
Cc1ccc(-n2c(=O)c3sccc3n(CC(=O)NCc3ccco3)c2=O)cc1F,1.1,-5,3,4,-5,7,5,10,-6
O=c1cc[nH]c2ccc(OC(F)(F)F)cc12,0.4,-2,4,-1,2,-2,-2,-1,0
O=C(Nc1ccc(S(=O)(=O)N2CCOCC2)cc1)c1ccc2c(c1)OCO2,-3.3,2,-1,3,1,0,0,7,0
CC(=O)Nc1ccc(S(=O)(=O)Nc2ccc(F)c([N+](=O)[O-])c2)cc1,3.0,0,6,0,1,3,5,1,0
CC(=O)Nc1ccc(Nc2c3c4c(cccc4n(C)c2=O)C(=O)c2ccccc2-3)cc1,-2.3,3,33*,169*,33*,14,+,+,15
COc1ccc(CC(=O)NCC2CCCN(Cc3ccc(OC)cc3F)C2)cc1 (stereo not given),-0.2,0,7,6,2,-4,-7,-7,-4
CCc1nn(CC(=O)N2CC(C)CC(C)C2)c(=O)c2cccn12 (stereo not given),-2.3,0,-2,-2,0,3,7,4,3
O=C(c1ccccc1)c1ncc(C(F)(F)F)cc1Cl,-0.3,-2,-4,5,-6,0,4,1,3
CCn1c(SCC(=O)Nc2ccc(C(C)=O)cc2)nc2nc3c(cc2c1=O)COC(C)(C)C3,3.3,0,22,1,-4,3,-1,2,1
Cc1cccc(NC(=O)NCc2ccc3c(c2)OCO3)c1,-0.4,29,-1,3,0,10,2,3,2
CC(=O)Nc1ccc(NC(=O)C(C)OC(=O)c2ccc(OCc3c(C)noc3C)cc2)cc1 (stereo not given),0.2,4,6,5,1,5,1,-2,0
O=S(=O)(c1ccccc1)N1CC=C(c2ccccc2)CC1,0.3,0,-1,0,5,5,3,2,5
COc1ccc2[nH]c3c(c2c1)[C@@H]1CCN2C(=O)CCC[C@H](C3)[C@H]12,-8.8,16,9,13,1,0,18,15,2
O=C1CC(NCCN2CCOCC2)C(=O)N1Cc1ccc(N2CCCC2=O)cc1 (stereo not given),2.5,4,-7,8,-13,-2,14,12,-7
CC1CC(=O)N(CC(=O)NCc2ccco2)c2ccccc2S1 (stereo not given),0.1,-2,-1,1,2,1,11,8,-3
O=C(COc1cccc2ccccc12)N/N=C/c1ccccc1OCc1ccc(C(=O)O)cc1,-1.9,-15,1,-4,-25,-2,49*,8,-18
COc1ccc(NC(=O)C2CCN(S(=O)(=O)c3ccc(C)cc3)CC2)cc1OC,-1.9,0,1,-2,5,3,-1,0,3
Cc1cc(C)c(S(C)(=O)=O)c(N(C)N)n1,-3.0,0,2,3,-6,2,-5,-6,-2
N#C/C(=C\c1ccc(OCC(N)=O)cc1)S(=O)(=O)c1ccccc1,2.3,0,2,1,3,5,-5,3,2
CCOC(=O)C1=NN(C(=O)c2ccc(OC)cc2)C(O)(c2ccc(Cl)cc2)C1 (stereo not given),-3.1,12,3,8,3,-2,-6,7,3
COc1ccc2nc(COC(=O)c3cccs3)c(C(C)=O)[n+]([O-])c2c1,-0.1,3,6,4,-2,3,-11,-15,5
Cc1cccc(NC(=O)c2cc3c(=O)n4ccccc4nc3s2)c1,-0.5,-6,3,-8,3,5,1,6,-3
COc1ccc(CC(=O)c2ccc(O)cc2O)cc1OC,-2.3,-1,7,-3,5,0,-3,0,1
O=C(/C=C/c1ccccc1Cl)N(Cc1ccc(Cl)cc1)C1CCS(=O)(=O)C1 (stereo not given),0.3,6,3,-4,3,2,-2,2,-2
N#CCCNC(=O)Cn1c(COc2ccc(Cl)cc2)nc2ccccc21,0.4,0,8,0,0,-2,-12,3,1

# A different layout for 2 compounds above:
O=C(COc1cccc2ccccc12)N/N=C/c1ccccc1OCc1ccc(C(=O)O)cc1
  MEX-5 binding: -1.9
  AHR activator: -15
  pPAFAH FP inh: 1
  GLD-1 TGE inh: -4
  PME-1 inh: -25
  PAFAH1B2 inh: -2
  MCL1 BIM primary: 49*
  BCLXL inh: 8
  Fam108B inh: -18

COc1ccc(CC(=O)c2ccc(O)cc2O)cc1OC
  MEX-5 binding: -2.3
  AHR activator: -1
  pPAFAH FP inh: 7
  GLD-1 TGE inh: -3
  PME-1 inh: 5
  PAFAH1B2 inh: 0
  MCL1 BIM primary: -3
  BCLXL inh: 0
  Fam108B inh: 1

# More compounds follow:
SMILES,MEX-5 binding,AHR activator,pPAFAH FP inh,GLD-1 TGE inh,PME-1 inh,PAFAH1B2 inh,MCL1 BIM primary,BCLXL inh,Fam108B inh
COc1ccc(C(=O)Nc2ccccc2C(=O)N/N=C/c2cccc3ccccc23)cc1,0.3,26,5,-2,-14,-27,3,7,-32
COc1ccc(C(=O)Nc2c(-c3cccs3)c(=O)c3ccccc3n2C)cc1,-2.3,-1,8,-2,2,3,8,7,1
CCN(CC)C(=O)c1ccccc1NC(=O)c1ccccc1C,-0.4,8,-1,-3,2,3,0,-2,-5
O=C(CC(Nc1ccc(Cl)cc1)C(=O)O)c1ccccc1 (stereo not given),1.2,1,0,-1,-1,6,3,0,2
Cc1ccc(/C=N/n2c(COc3ccccc3)n[nH]c2=S)s1,0.8,8,8,-1,3,12,-15,-24,0
CCCCCCSc1nnc2[nH]c(=O)cc(N)n12,-1.0,2,1,2,5,26*,6,7,-8
Cn1c(=O)oc2cc(S(=O)(=O)N3CCN(c4ccc(F)cc4)CC3)ccc21,-0.1,0,6,-5,3,2,-20,-11,-8
Cc1ccc(NC(=O)C[n+]2cc(-c3ccc(C)cc3)n3c2CCC3)cc1,.,4,0,-2,3,5,1,-2,0
Cc1nc(-c2ccc(S(=O)(=O)N3CCN(c4cccc(C)c4C)CC3)cc2)co1,-5.6,-1,-2,-4,1,-6,6,3,-4
O=C(c1nsnc1-c1ccccc1O)N1CCCCC1,-1.9,0,3,-3,0,2,4,8,-2
COc1ccc(NC(=O)C2CCCN(S(=O)(=O)c3cccc4nonc34)C2)c(OC)c1 (stereo not given),-1.1,3,1,-5,4,2,2,1,0
CCOc1ccc(OCC)c(S(=O)(=O)NCc2cccnc2)c1,-3.1,6,-11,5,0,1,5,2,-3
Cc1cc(=O)oc2cc(NC(=O)CC3(CC(=O)O)CCCC3)ccc12,-0.7,1,-1,5,5,.,7,4,2
CCCCOC(=O)c1ccc(NC(=O)c2ccc(F)cc2F)cc1,4.2,1,3,0,-3,3,7,4,-1
O=S(=O)(Nc1ccc(Br)cc1)N1CCOCC1,-1.8,0,-4,2,-8,0,4,1,0
O=C(CN(Cc1ccco1)C(=O)CNS(=O)(=O)c1ccc(F)cc1)NCc1ccccc1,-1.4,2,7,-3,3,2,0,-1,-1
Fc1ccc(/C=N/Nc2nnnn2-c2ccccc2)cc1,-8.1,6,12,2,1,6,-3,-1,-4
CCN(CC)c1ccc(NC(=O)CN2CCN(c3nc(C)cc(C)n3)CC2)cc1,.,5,10,-6,-2,2,6,1,1
O=C(c1cccc(C(F)(F)F)c1)C1CCCN(C(=O)CN2CCOC2=O)C1 (stereo not given),0.1,0,2,0,3,2,2,0,1
COc1ccc(/C=N/OCC(=O)NC(c2ccccc2)c2ccccc2)cc1OC,1.0,-7,1,1,6,-6,-19,-8,1
O=C1CS/C(=N\c2ccccn2)N1C1CCCCC1,-1.7,2,-5,8,1,-2,1,2,-3
O=C1CN(C(=O)COc2ccccc2Cl)c2ccccc2N1,.,-6,-5,1,-2,5,-5,-11,.
O=C(c1ccc2c(=O)n(Cc3ccc(Cl)cc3)c(=S)[nH]c2c1)N1CCCC1,-4.4,0,1,0,-2,-4,0,-4,0
NCc1cccc(CNc2ccc([N+](=O)[O-])cc2C(N)=O)c1,.,8,2,-3,6,9,-2,1,0
CCOC(=O)C1CCN(C2CCN(C(=O)c3oc4c(C)c(C)ccc4c3C)CC2)CC1,1.8,5,9,-10,-6,4,-18,-6,-8
C/C(=C\c1ccccc1)C(=O)Nc1nc2ccc([N+](=O)[O-])cc2s1,-1.6,-5,-1,3,-14,2,4,4,-18
O=C(C[C@H]1C/C=C\C[C@@H](Cc2ccc(F)cc2)C(=O)O[C@H](c2ccccc2)CNC1=O)N[C@@H](CO)Cc1ccccc1,.,-1,2,2,.,-1,.,.,.
NCCNC(=O)Cc1cccc(NC(=O)Cc2ccc(Nc3ncnc4c3ncn4[C@@H]3O[C@H](CO)[C@@H](O)[C@H]3O)cc2)c1,2.0,-2,4,6,3,-4,-1,2,-3
